# Screening data deposited in PubChem by several laboratories.
# DAGLB inh: diacylglycerol lipase beta (human) inhibition | HEK293T DAGLB membrane lysate, EnzChek fluorogenic substrate | 340,000 compounds, 0.059% hits | Q8NCG7 | inhibition, % at 5.17 µM; in the data active = inhibition above about 34%;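 also: 0% = enzyme with vehicle and 100% = wells lacking enzyme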
# SR-BI HDL uptake: inhibitors of mouse SR-BI mediated HDL lipid uptake; ldlA[mSR-BI] CHO cells, DiI-HDL uptake fluorescence, 3 h; AID 488896; 320,000 compounds, 0.96% hits; inhibition, % at 12.5 µM;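 active = mean replicate inhibition of at least 70% and a set share of replicates each scoring 70 or more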;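 also: 0% = median of neutral control wells and 100% = median of positive control wells; values of inactives mirror those of a sister screen read the other way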
# PvdQ acylase: blocks Pseudomonas aeruginosa PvdQ acylase activity. purified PvdQ acylase, fluorescence plate reader. inhibition, % at 10 µM. 340,000 compounds, 0.063% hits. AID 488965; in the data active = inhibition above about 30%, passing the limit was not always enough;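 also: 0% = vehicle neutral wells and 100% = reference inhibitor wells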
# NSD2 HMT inh: blocks human histone methyltransferase NSD2 | AID 743445 | inhibition, % at 12.5 µM | NSD2 peptide methylation, AlphaScreen, 120 min | 310,000 compounds, 0.54% hits; in the data active = inhibition above about 50%
# SR-BI uptake up: enhances SR-BI lipid uptake from DiI-HDL | activation, % at 12.5 µM | CHO ldlA[mSR-BI] cells, DiI-HDL uptake fluorescence, 3 h; 100 = double the neutral-control signal | AID 504775 | 320,000 compounds, 0.096% hits;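 active = mean replicate activation of at least 60% and every replicate at or above 60%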;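 also: 0% = median plate neutral-control signal and 100% = twice that signal; values of inactives mirror those of a sister screen read the other way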
#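 system = CHO ldlA[mSR-BI] cells, LDL receptor-null, SR-BI overexpressing | medium = Ham's F12 with 0.5% BSA, HEPES 25 mM, pH 7.4 | probe or stimulus = DiI-HDL 10 µg/mL | compound dosing = single-point compound dose | incubation = compound exposure 3 h, 37 °C | technique = DiI fluorescence, bottom read | read-out = cell-associated DiI fluorescence as measure of HDL uptake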
# LANA DNA inh: inhibitors of KSHV LANA C-terminal domain DNA binding | MBP-C-LANA/FAM-LBS DNA binding, fluorescence polarization | inhibition, % at 9 µM | 340,000 compounds, 0.078% hits;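 active = highest replicate inhibition at or above 60% at 9 µM, even if other replicates fall short; inactive = all replicates below 60% inhibition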;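 also: 0% = neutral control wells and 100% = 4 µM acridine orange control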
# Keap1 Nrf2 FP: inhibitors of human Keap1-Nrf2 protein-protein interaction | Q14145 | Keap1 Kelch-Nrf2 peptide fluorescence polarization, 1536-well | inhibition, % at 9.4 µM | 340,000 compounds, 0.15% hits | AID 504523; in the data active = inhibition above about 12%;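 also: human Keap1 Kelch domain with fluorescein labeled Nrf2 9mer peptide probe; 0% = neutral control wells and 100% = peptide positive control; higher means more block of Keap1 binding to Nrf2 peptide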
# Target sequence (Q14145 whole entry, looked up, the tested form may be a part): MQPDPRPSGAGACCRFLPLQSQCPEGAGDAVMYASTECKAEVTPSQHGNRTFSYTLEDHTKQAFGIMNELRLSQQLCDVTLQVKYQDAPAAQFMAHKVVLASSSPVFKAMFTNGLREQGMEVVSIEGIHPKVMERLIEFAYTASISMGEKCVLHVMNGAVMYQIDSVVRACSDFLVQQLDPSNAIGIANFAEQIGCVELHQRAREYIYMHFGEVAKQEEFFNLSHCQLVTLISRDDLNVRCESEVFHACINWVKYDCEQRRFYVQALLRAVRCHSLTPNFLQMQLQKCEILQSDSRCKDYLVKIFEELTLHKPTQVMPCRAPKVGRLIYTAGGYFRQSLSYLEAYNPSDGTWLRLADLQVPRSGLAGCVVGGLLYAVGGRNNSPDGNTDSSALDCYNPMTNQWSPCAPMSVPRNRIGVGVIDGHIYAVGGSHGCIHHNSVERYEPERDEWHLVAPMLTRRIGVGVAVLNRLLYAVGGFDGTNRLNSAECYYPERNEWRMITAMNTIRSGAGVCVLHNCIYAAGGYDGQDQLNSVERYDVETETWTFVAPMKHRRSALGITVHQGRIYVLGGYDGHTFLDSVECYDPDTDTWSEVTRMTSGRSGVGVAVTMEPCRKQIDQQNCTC
# PKA-R2B act: activators of human PKA-R2B complex; P22694+P31323; PKA-R2B holoenzyme dissociation, Cy5-IP20 fluorescence polarization; R2B truncated from residue 108, S112A mutant; 0% DMSO only, 100% 113 µM cGMP; activation, % at 11.4 µM; 340,000 compounds, 0.079% hits;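 active = activation above a cutoff set at the mean over all compounds plus 3 SD, cut at about 18% in these data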;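 also: higher means more holoenzyme dissociation and a rise in polarization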
# Arr AP2 block: blocks beta-arrestin peptide binding to AP2 adaptin | 340,000 compounds, 0.31% hits | FITC-arrestin peptide / GST-AP2 beads, flow cytometry; AP2 beta2 appendage carries R879A mutation | inhibition, % at 10 µM;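 active = inhibition above a set limit, near 3 SD of compounds lacking own fluorescence, cut at about 54% in these data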;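 also: plate controls were DMSO wells for no effect and 5 µM unlabelled arrestin peptide for full effect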
#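 Test system: GST-tagged AP2 beta2-adaptin appendage (R879A) on 4 µm glutathione beads; also added: fluorescein-tagged arrestin peptide at 50 nM final; timing: 12 min plus 1 h, RT; signal: flow cytometry, FL1 (488/535 nm); read-out: percent drop in bead-associated FITC signal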
# Cardiac RTF inh: cardiac RTF calcium desensitization; inhibition, % at 7.15 µM; IANBD-labeled cardiac RTF, Ca2+ fluorescence; 340,000 compounds, 0.12% hits;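 active = inhibition above the mean inhibition of all tested compounds plus 3 SD, cut at about 17% in these data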;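 also: assay run at fixed EC70 calcium of 1.6 mM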
# The depositor's hits bear a star; . = not tested or not shown.
# Every second line gives: DAGLB inh	SR-BI HDL uptake	PvdQ acylase	NSD2 HMT inh	SR-BI uptake up	LANA DNA inh	Keap1 Nrf2 FP	PKA-R2B act	Arr AP2 block	Cardiac RTF inh
1) O=C(COc1ccc(Cl)cc1)OCC(=O)N1CCCC1
    -2	-15	-12	-1	15	1.9	-6	-3	0	-4
2) Cc1ncc(CN2CCC(C(=O)Nc3ccc(-n4cccn4)cc3)CC2)s1
    0	30	-10	-3	-30	-0.9	-1	-1	2	-6
3) CSCC[C@H](NC(=O)[C@@H]1CSC2c3ccccc3C(=O)N21)C(=O)NC1CCCC1 (some centres not stated)
    1	6	6	-7	-6	0.4	-1	0	14	4
4) Cn1c(CSc2nc3ccccc3s2)nnc1SCC(=O)NCCCN1CCOCC1
    3	14	-10	-1	-14	-0.4	-2	-9	2	-1
5) Cc1ccccc1-c1nn(-c2ccccc2)cc1C(=O)NCC(c1ccco1)N1CCCC1 (configuration not stated)
    1	-2	-1	1	2	-0.5	-7	2	15	3
6) O=C(NC1CCCCC1)C(c1ccco1)N(C(=O)c1csnn1)c1ccc(Cl)cc1 (configuration not stated)
    1	.	-8	0	.	2.6	-7	-3	-14	-11
7) CCc1nnc(NC(=O)c2ccc(S(=O)(=O)N3CCCCCC3)cc2)s1
    0	9	15	0	-9	0.1	1	-6	6	-10
8) O=C(NCc1cccs1)C12CC3CC(CC(C3)C1)C2
    -4	-16	-19	0	16	-1.1	-2	4	8	-3
9) COc1ccc(O)c(CN2CCCC(C(=O)Nc3cccc(-n4cccn4)c3)C2)c1 (configuration not stated)
    -1	-3	-9	1	3	-0.8	-8	0	-5	-2
10) Cc1cc(OC(C)C(=O)NCC2CCC(C(=O)O)CC2)c2c(C)c(Cc3ccccc3)c(=O)oc2c1 (configuration not stated)
    1	7	0	.	-7	0.7	2	-9	20	-9

# The listing continues.
# Every second line gives: DAGLB inh	SR-BI HDL uptake	PvdQ acylase	NSD2 HMT inh	SR-BI uptake up	LANA DNA inh	Keap1 Nrf2 FP	PKA-R2B act	Arr AP2 block	Cardiac RTF inh
11) CCOC(=O)C(CO)NC(=O)C1(NC(C)=O)CCCC1 (configuration not stated)
    -3	-2	-19	-4	2	0.2	-3	-2	3	0
12) COc1ccc(OC)c(NC(=O)C(=O)NCc2ccncc2)c1
    -2	30	5	-2	-30	-1.0	-2	-4	21	-27
13) Cc1ccccc1S(=O)(=O)N1[C@@H](c2ccc(F)cc2)C(C(=O)O)=CC[C@H]1c1ccc(Cl)cc1
    5	-7	-17	.	7	2.6	4	-6	-2	6
14) Cc1cccc(N/C=C(\[N+](=O)[O-])S(=O)(=O)c2ccccc2)c1
    0	-4	-13	0	4	1.4	-5	6	-21	-2
15) Cc1cccc(C)c1NC(=O)CNC(=O)C(Cc1ccccc1)NC(=O)c1ccccc1 (configuration not stated)
    -1	-5	-1	0	5	0.4	-7	-6	3	-7
16) O=C(CNC(=O)c1ccco1)N/N=C/c1ccc(O)c([N+](=O)[O-])c1
    -2	5	16	2	-5	0.0	-1	-13	47	0
17) COc1cc(C)c(NC(=S)Nc2cccc(Cl)c2)cc1OC
    -1	6	5	3	-6	-2.1	-2	2	14	-1
18) Cn1cnnc1SCc1ccc(C#N)cc1Cl
    0	-11	-4	-2	11	1.2	0	0	-6	5
19) Clc1ccc(Oc2nc(N3CCOCC3)nc(N3CCOCC3)n2)cc1
    -1	9	-15	1	-9	0.2	-8	-2	7	4
20) COc1ccc2[nH]c3c(c2c1)CCN1C(=O)C(CC(=O)NCC24CC5CC(CC(C5)C2)C4)C[C@H](C(=O)N(C(C)C)C(C)C)[C@@]31C (some centres not stated)
    -6	32	1	.	-32	0.7	0	-2	31	-5

# Going on with the list:
# Every second line gives: DAGLB inh	SR-BI HDL uptake	PvdQ acylase	NSD2 HMT inh	SR-BI uptake up	LANA DNA inh	Keap1 Nrf2 FP	PKA-R2B act	Arr AP2 block	Cardiac RTF inh
21) Fc1ccc(NC(=S)Nc2cccc(Cl)c2)cc1
    -1	18	8	1	-18	0.6	-2	-7	50	-4
22) COC(=O)C1=C(C(=O)OC)SC(=C2C(=S)C(C)(C)N(C(=O)C(C)C)c3ccccc32)S1
    13	59	-8	12	-59	-0.1	1	-11	2	-7
23) NC(=O)c1ccccc1NCC(=O)c1ccc(F)cc1
    -1	-17	-8	-2	17	0.9	-2	-2	8	3
24) CCc1ccc(NC(=O)Nc2ccon2)cc1
    1	-12	8	26	12	-0.2	1	5	4	-3
25) COC(=O)CNC(=O)CCc1nnc(C2(c3ccc(Cl)cc3)CCC2)o1
    -1	.	-12	-2	.	2.6	-6	-1	5	-3
26) Cc1cc(C(=O)NCc2ccc3c(c2)OCO3)ccc1[N+](=O)[O-]
    -2	3	-18	6	-3	-1.0	-4	1	-6	-6
27) CC1(C)CC(=O)C/C(=N/Nc2nc3ccccc3s2)C1
    2	.	-6	1	.	-1.1	-1	4	15	-2
28) Cc1ccc(OCC(=O)NNC(=O)c2cc3ccccc3o2)cc1
    -7	-5	-11	0	5	1.3	-1	-16	-6	2
29) Cc1ccc(-c2c(C(=O)N/N=C/c3cccs3)nnn2-c2nonc2N)cc1
    0	62	9	0	-62	-1.1	1	0	28	5
30) COCCCN(C(=S)Nc1ccc(C)cc1Cl)C(C)c1ccncc1 (configuration not stated)
    1	-27	-19	0	27	-0.4	-6	2	-5	-6

# (list continues)
# Every second line gives: DAGLB inh	SR-BI HDL uptake	PvdQ acylase	NSD2 HMT inh	SR-BI uptake up	LANA DNA inh	Keap1 Nrf2 FP	PKA-R2B act	Arr AP2 block	Cardiac RTF inh
31) OCCN1CCN(c2ncnc3nc[nH]c23)CC1
    0	11	4	.	-11	0.2	-8	1	1	-5
32) Cc1nc2ccccc2c(=O)n1/N=C/c1ccccc1
    2	1	-11	-2	-1	2.5	0	1	-9	-7
33) CC(C)C(NC(=O)c1ccccc1)C(=O)OCC(=O)N1CCN(c2ccccc2)CC1 (configuration not stated)
    0	1	-5	3	-1	-0.7	2	-9	-24	-2
34) CC(=O)N[C@H]1[C@H](OCc2ccccc2F)O[C@H](COC(C)=O)[C@@H](OC(C)=O)[C@@H]1OC(C)=O
    -1	.	-12	0	.	-0.5	-4	-7	-1	-17
35) Cn1ccnc1C1CCCCN1Cc1nc(Cc2cccc(C(F)(F)F)c2)no1 (configuration not stated)
    0	-10	-15	-1	10	0.9	1	7	-23	8
36) Clc1ccc(N2CCN(Cc3c[nH]c4ncccc34)CC2)cc1
    3	-19	-11	.	19	0.6	0	0	8	-5
37) CN(C)CCN1C(=O)NC(C)(c2ccc([N+](=O)[O-])cc2)C1=O (configuration not stated)
    0	-11	-10	9	11	0.4	-2	7	-6	-1
38) O=C(NC(=S)NCCCN1CCOCC1)c1ccco1
    0	-2	-8	-4	2	1.5	-3	-10	-12	-9
39) CCOC(=O)C(=CNCC(=O)OC)C(=O)OCC
    1	-6	0	-1	6	0.8	1	4	11	-1
40) COc1ccc(CCN2C(=O)C3CC(C)=C(C)CC3C2=O)cc1OC (configuration not stated)
    0	15	-21	2	-15	1.6	0	-2	-1	-6
41) COc1ccccc1-c1c(C(F)(F)F)oc2c(CN(C)C)c(O)ccc2c1=O
    -3	-1	-7	-1	1	-1.7	0	-5	-3	-4
42) Cc1ccc(Cl)cc1N1CCN(C(=S)NCc2ccco2)CC1
    -1	50	4	2	-50	0.1	4	1	-1	-2
43) Cc1nc(CNS(=O)(=O)c2cc(C)c(C)cc2C)cs1
    -3	-18	4	1	18	-0.4	-2	-8	-46	-2
